AddAB inh: less growth of phage-infected E. coli with AddAB. E. coli expressing H. pylori AddAB, absorbance growth. inhibition, % at 11.9 µM. hit rate 0.29% among 330,000. AID 435030; in the data active means inhibition above about 12%;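 further: 0% = vehicle wells of infected cells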
PfHsp90 yeast 2: inhibits growth of yeast expressing Plasmodium falciparum Hsp90; hit rate 0.32% among 310,000; S. cerevisiae expressing PfHsp90, BacTiter-Glo ATP, 48 h; yeast lacking PDR1 and PDR3 efflux regulators; AID 504621; inhibition, % at 9.4 µM;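 active means every replicate shows inhibition above about 80%, whatever the replicate mean, limit read from the data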;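 further: 0% = DMSO neutral controls and 100% = 20 µM radicicol positive controls; yeast relying on Plasmodium falciparum Hsp90 in place of its own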
Mot1-301 SUMO: SUMOylation pathway inhibition by Mot1-301 growth rescue; S. cerevisiae Mot1-301 growth rescue, ATP luminescence, 38.5C; percent above DMSO median, 100 means doubled; growth rescue, % at 18.8 µM; hit rate 1% among 320,000; AID 2716;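 active means every valid replicate shows activation above 250% relative to neutral control wells; inactive means the rest, any valid replicate at or below 250%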;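 further: OY570 slx delta 5 strain wells were the positive control but not used for scaling; some compounds called inactive have numbers as strong as hits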
Ecoli viability: bacterial growth inhibition, counter-screen for AddAB inhibitors. E. coli V3065 growth, OD600 absorbance, 18 h. inhibition, % at 11.9 µM. hit rate 0.27% among 330,000. AID 449728;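 active means inhibition above the campaign's mean inhibition across all tested compounds plus 3 SD, cut at about 9.9% in these data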;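 further: uninfected addAB+ strain grown without phage in ampicillin broth; 0% = DMSO wells and 100% = ciprofloxacin 0.95 µg/ml wells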
MOR-DOR ag: OPRM1-OPRD1 heterodimerization agonism. AID 504326. activation, % at 9.3 µM. P35372+P41143. hit rate 0.3% among 340,000. cells, luminescence; in the data active means activation above about 18%;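 further: 0% = vehicle-treated cells and 100% = reference agonist; values of inactives mirror those of a sister screen read the other way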
Target sequence (P35372 whole entry, looked up): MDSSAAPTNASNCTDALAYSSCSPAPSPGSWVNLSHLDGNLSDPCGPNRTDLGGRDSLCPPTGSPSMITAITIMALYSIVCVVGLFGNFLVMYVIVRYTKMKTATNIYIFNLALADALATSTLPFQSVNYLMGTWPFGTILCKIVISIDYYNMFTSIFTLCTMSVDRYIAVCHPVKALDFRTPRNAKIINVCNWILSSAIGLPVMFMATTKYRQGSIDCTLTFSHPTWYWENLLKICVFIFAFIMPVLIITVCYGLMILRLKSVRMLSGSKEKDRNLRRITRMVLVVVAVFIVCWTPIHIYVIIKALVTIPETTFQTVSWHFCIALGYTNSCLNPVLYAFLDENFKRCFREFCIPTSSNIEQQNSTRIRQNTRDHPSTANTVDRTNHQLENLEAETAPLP
Target sequence (P41143 whole entry, looked up): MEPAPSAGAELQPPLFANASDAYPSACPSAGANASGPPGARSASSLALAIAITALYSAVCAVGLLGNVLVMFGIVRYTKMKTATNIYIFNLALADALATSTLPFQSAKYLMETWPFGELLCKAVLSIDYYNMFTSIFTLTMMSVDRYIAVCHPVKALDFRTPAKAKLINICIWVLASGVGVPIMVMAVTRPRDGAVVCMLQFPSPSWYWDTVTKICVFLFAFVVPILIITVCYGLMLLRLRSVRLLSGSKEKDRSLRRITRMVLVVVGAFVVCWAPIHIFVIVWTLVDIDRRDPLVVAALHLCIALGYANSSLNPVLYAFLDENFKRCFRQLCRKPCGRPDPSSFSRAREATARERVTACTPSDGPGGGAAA
Pemphigus Ab inh: human desmoglein-3 autoantibody binding inhibition; P32926; DSG3-coupled beads, scFv-anti-DSG3-GFP binding, flow cytometry; hits give low values; binding (percent of control), % at 10 µM; hit rate 0.48% among 310,000; AID 588358;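 active means binding more than 3 SD below its plate's average and above zero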;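 further: hits lower antibody fragment binding to DSG3; some compounds called inactive have numbers as strong as hits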
MOR-DOR inv ag: inverse agonist of human OPRM1-OPRD1 heterodimerization. P35372+P41143. cell-based MOR-DOR heterodimer luminescence, inverse agonism. inhibition, % at 9.3 µM. hit rate 0.21% among 340,000. AID 504357; in the data active means inhibition above about 22%, passing the limit was not always enough;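 further: 0% = cells with DMSO and 100% = wells without cells with DMSO; values of inactives mirror those of a sister screen read the other way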
HTR5A inv ctr: counter-screen for OPRM1-OPRD1 inverse agonists: human HTR5A inverse agonism. HTR5A cell line, luminescence. AID 504634. inhibition, % at 9.3 µM. P47898. hit rate 0.083% among 340,000; in the data active means inhibition mostly above about 23%, no sharp cut-off; inactive means mostly below about 18%;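 further: 0% = cells with DMSO and 100% = no-cell wells with DMSO; some compounds called inactive have numbers as strong as hits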
PKA-R1A act: activates the PKA-R1A holoenzyme complex | hit rate 0.083% among 340,000 | AID 504707 | activation, % at 11.4 µM | P00514+P68181 | PKA-R1A dissociation, Cy5-IP20 fluorescence polarization; scaled: DMSO 0%, 113 µM cGMP 100%;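 active means percent activation above the mean of all tested compounds plus 3 SD, cut at about 19% in these data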;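 further: higher means more PKAc released from R1A so a rise in polarization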
phage Ecoli inh: E. coli growth loss with phage present; hit rate 0.26% among 360,000; growth absorbance; inhibition, % at 11.9 µM; in the data active means inhibition above about 11%
HTR5A ag: counter-screen for OPRM1-OPRD1 agonists: human HTR5A agonism; activation, % at 9.3 µM; hit rate 0.61% among 340,000; P47898; HTR5A agonist assay, luminescence, cell-based; in the data active means activation mostly above about 9.5%, no sharp cut-off; inactive means mostly below about 7.6%;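 further: 0% = cells with vehicle only and 100% = reference agonist; strong numbers were not always called active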
* hit, by the source's call; / = no result given. Hits appear at their usual frequency. About 3.2% of those tested had a hit in this group.

SMILES	AddAB inh	PfHsp90 yeast 2	Mot1-301 SUMO	Ecoli viability	MOR-DOR ag	Pemphigus Ab inh	MOR-DOR inv ag	HTR5A inv ctr	PKA-R1A act	phage Ecoli inh	HTR5A ag
CCCc1nnc(NC(=O)CCC(=O)N2CCN(Cc3cc(Cl)ccc3OC)CC2)s1	2.1	-5	7	0.1	-1.8	95	9	-5	-8	2.5	-1
COc1ccccc1Nc1nc(N)nc(CN2CCC(C)CC2)n1	-1.2	/	-1	-2.5	-1.3	121	6	6	-14	-2.4	-2
COc1ccc(C(N)=O)cc1N	0.7	/	5	1.6	-0.6	117	3	3	6	1.6	-1
O=C(CSc1nnc(CNC(=O)C23CC4CC(CC(C4)C2)C3)n1-c1ccccc1)Nc1ccccc1	4.0	9	-21	0.1	0.2	102	-1	-3	-3	0.7	1
Cc1ccc(C(=O)NCCNC(=O)c2ccccc2)cc1	5.6	-62	0	0.1	-0.2	106	1	-10	10	1.7	4
Cc1cc(N2CCN(C)CC2)nc2ccc(NC(=S)N3CCN(c4ccc(Cl)cc4)CC3)cc12	-1.8	-3	539*	-2.5	0.0	95	0	-18	-5	3.5	3
S=C(Nc1cccnc1)N1CCN(c2ccccc2Cl)CC1	1.1	8	20	-1.5	-0.1	/	1	5	5	3.9	-2
Cc1noc(C)c1COc1ccccc1C(=O)NCCOc1ccccc1F	-0.7	20	4	-2.8	-4.0	/	16	16	0	0.9	-6
Cc1cccc(NNC(=O)C2CCC2)c1	0.2	9	271	-0.5	-2.3	/	12	-15	8	3.1	0
Cc1nn(CC(=O)Nc2ccccn2)c(C)c1[N+](=O)[O-]	3.6	-29	424*	-1.1	-1.3	103	7	3	-16	1.8	0
CC1CN(C(=O)N2CCCCC2)CCN1C(=O)N1CCCCC1 (configuration not stated)	3.5	12	-11	0.3	/	/	/	/	/	5.2	/
CC(C)(C)N/N=C/c1cc(Cl)cc([N+](=O)[O-])c1O	0.7	-41	3	-0.9	-1.1	98	6	8	-2	3.1	-3
O=C(COC(=O)c1ccc([N+](=O)[O-])o1)Nc1ccc(F)cc1	9.8	-22	19	7.3	-0.1	/	0	-15	-1	-1.4	5
N/C(=N\OC(=O)Cc1ccccc1[N+](=O)[O-])c1cccnc1	0.6	-10	-1	0.3	-0.8	102	4	1	-4	3.8	0
COc1ccc(NC(=O)CNC(=O)Cc2cccc3ccccc23)c(OC)c1	-2.2	-5	0	-0.3	-2.0	102	10	-4	-9	5.8	-5
Cc1ccc(C(=O)Nc2ccc(S(=O)(=O)N3CCc4ccccc4C3)cc2)o1	0.7	-30	9	-0.9	0.9	99	-5	1	3	2.0	5
CCN(CC)c1nc2n(c(=O)n1)CCN2CC	-1.0	-5	-3	-2.5	-2.3	100	11	-2	-11	3.0	-4
COc1ccccc1N1CCN(C(=O)/C=C/c2ccccc2)CC1	0.6	-3	1	-1.4	-0.8	114	4	-3	-1	4.6	-2
CCN(C(=O)CSc1nnnn1-c1ccc(OC)cc1)C1CCS(=O)(=O)C1 (configuration not stated)	0.8	-29	12	0.3	-0.2	101	1	3	-4	2.3	3
CCOC(=O)Cn1nc(C)n(-c2ccc(Br)cc2)c1=O	-0.6	-5	-7	2.7	-1.2	98	6	0	-8	3.8	0
Cc1ccc(CCNC(=O)C23CN(Cc4ccccc4)CC2C(c2cccc([N+](=O)[O-])c2)=NO3)cc1 (configuration not stated)	0.9	-14	-19	-3.3	-1.7	101	9	-4	1	1.0	-2
COc1ccc(C2/C(=C(/O)c3ccc4c(c3)CC(C)O4)C(=O)C(=O)N2Cc2ccncc2)cc1 (configuration not stated)	4.4	8	-4	-0.1	-1.1	113	6	19	8	1.1	-5
CCN(CC(=O)Nc1ccccc1C(F)(F)F)C(=O)C1CSC2(C)CCC(=O)N12 (configuration not stated)	3.3	-8	3	-1.1	-1.1	100	7	20	9	-0.5	-7
CC(C)OCCCNC(=O)NC(=O)c1ccc(Cl)cc1	-1.5	13	-2	-2.8	0.1	/	0	-15	-10	3.5	3
Cn1c(CN2CCOCC2)nnc1SCc1ccccc1	-0.6	-46	0	0.4	-1.8	104	10	2	-12	2.0	8

Continued.
SMILES	AddAB inh	PfHsp90 yeast 2	Mot1-301 SUMO	Ecoli viability	MOR-DOR ag	Pemphigus Ab inh	MOR-DOR inv ag	HTR5A inv ctr	PKA-R1A act	phage Ecoli inh	HTR5A ag
O=C(Nc1ncn[nH]1)c1ccc(Cl)cc1Cl	0.8	9	-2	0.8	-1.4	104	7	2	1	1.2	-1
CCOC(=O)C1CCN(S(=O)(=O)c2ccc(OC)c(OC)c2)CC1	-1.1	20	-11	2.1	-1.0	99	5	3	-4	4.8	-1
O=C(CSCc1nc2ccccc2[nH]1)Nc1ccc2ccccc2c1	5.3	3	-6	4.5	-2.3	94	12	-9	-6	5.9	-1
Cc1ccc(CNCC(=O)Nc2ccc(N3CCOCC3)cc2)cc1	1.3	11	19	0.2	-1.0	97	5	2	2	0.0	-1
CCOc1ccc2nc(NC(=O)c3ccoc3C)sc2c1	1.0	79*	-80	-0.1	7.3	98	-43	-10	-8	1.8	-3
CC(C)(C)c1ccc(S(=O)(=O)/N=C2\C=C(NS(=O)(=O)c3ccccc3)C(=O)c3ccccc32)cc1	0.5	-66	591	-0.8	-5.8	106	32*	14	-13	3.0	-6
O=C(C(=O)N1CCN(c2ccc(F)cc2)CC1)c1cn(CC(=O)N2CCOCC2)c2ccccc12	2.9	9	2	-1.5	-3.5	107	18	3	5	-0.6	1
N#CCSc1nc2[nH]ncc2c(=O)n1-c1ccccc1Br	-2.0	10	16	-1.0	2.1	99	-11	-1	0	2.3	-1
CCc1cccc(CC)c1NC(=S)NCc1ccc2[nH]c(C)cc2c1	-2.8	17	7	-2.7	1.3	78	-8	13	3	5.3	-4
O=C(/C=C/c1ccccc1Cl)c1ccc[nH]1	2.6	0	-21	-0.5	-0.8	102	4	-4	-5	3.4	1
CCCn1cnc2c(oc3ccccc32)c1=O	/	-9	-10	/	-0.3	111	1	-3	2	1.4	1
CC1=CC=CC2=NC(=O)CC(C)(C(=O)O)N12 (configuration not stated)	1.3	1	3	1.9	-1.4	108	8	0	-6	2.9	0
N=c1c(C(=O)NCc2ccc3c(c2)OCO3)cc2c(=O)n3ccccc3nc2n1Cc1cccnc1	-0.7	4	-14	-1.3	-4.4	100	21	5	1	2.1	-2
CN(C)C(CNc1ccc([N+](=O)[O-])cc1C#N)c1ccccc1 (configuration not stated)	1.0	-14	/	2.5	-1.7	103	8	11	3	4.1	-4
O=C(OCC(=O)N1CCN(C(=O)c2ccco2)CC1)c1cn(-c2ccccc2)nc1-c1ccccc1	0.6	10	-30	-2.8	-0.9	110	5	16	0	-2.3	-6
COc1ccc(C2=NS(=O)(=O)N(C)C(C(=O)Nc3ccc(OC)c(OC)c3)=C2)cc1	0.5	-7	4	-1.1	-1.2	95	7	-16	6	3.0	4
Cc1ccc2c(c1)N(CC(=O)NCCC1=CCCCC1)C(=O)c1cccnc1O2	5.0	-15	-6	0.0	-0.7	111	4	7	3	2.0	-3
COc1cccc(/C=N/Nc2nc(C)cc(=O)[nH]2)c1OC	2.8	-2	150	0.5	-2.7	96	12	-28	-8	0.5	7
COc1ccc(C2C(=O)N(C3CCCCC3)CC(=O)N2C2CCCC2)cc1 (configuration not stated)	-1.3	5	-15	-1.2	-3.0	99	16	7	-6	1.3	-2
CCCCC(=O)N/N=C(\C)c1cccc(NC(=O)C2CC2)c1	3.1	-16	12	1.9	-0.5	90	3	17	-1	4.0	-3
O=C(c1n[nH]c(=O)c2ccccc12)N1CCN(C2c3ccccc3-c3ccccc32)CC1	1.2	67	-7	-0.5	1.7	/	-11	-6	4	0.8	1
Cc1ccc(NC(=O)CCc2nc3ccccc3s2)c(O)c1	3.1	-9	17	2.9	-1.8	104	9	-10	-12	4.4	0
COc1ccc(C(=O)NCCSc2ccccc2)cc1	8.0	1	9	1.6	0.4	/	-2	9	5	3.9	-3
Cc1ccc(S(=O)(=O)CCC(=O)OCC(=O)NCC(=O)Nc2c(C)cc(C)cc2C)cc1	0.7	-10	-6	0.5	-4.6	101	23	15	-11	5.2	-1
COc1ccc([C@H]2CC(=O)C=C(c3ccc(OC(F)(F)F)cc3)C2)cc1OC	0.4	-8	9	0.2	2.2	110	-13	-12	-5	1.1	4

Entries shown so far with an aryl thioether with sulfur outside any ring:
SMILES	AddAB inh	PfHsp90 yeast 2	Mot1-301 SUMO	Ecoli viability	MOR-DOR ag	Pemphigus Ab inh	MOR-DOR inv ag	HTR5A inv ctr	PKA-R1A act	phage Ecoli inh	HTR5A ag
O=C(CSc1nnc(CNC(=O)C23CC4CC(CC(C4)C2)C3)n1-c1ccccc1)Nc1ccccc1	4.0	9	-21	0.1	0.2	102	-1	-3	-3	0.7	1
CCN(C(=O)CSc1nnnn1-c1ccc(OC)cc1)C1CCS(=O)(=O)C1 (configuration not stated)	0.8	-29	12	0.3	-0.2	101	1	3	-4	2.3	3
Cn1c(CN2CCOCC2)nnc1SCc1ccccc1	-0.6	-46	0	0.4	-1.8	104	10	2	-12	2.0	8
N#CCSc1nc2[nH]ncc2c(=O)n1-c1ccccc1Br	-2.0	10	16	-1.0	2.1	99	-11	-1	0	2.3	-1
COc1ccc(C(=O)NCCSc2ccccc2)cc1	8.0	1	9	1.6	0.4	/	-2	9	5	3.9	-3

(more compounds)
SMILES	AddAB inh	PfHsp90 yeast 2	Mot1-301 SUMO	Ecoli viability	MOR-DOR ag	Pemphigus Ab inh	MOR-DOR inv ag	HTR5A inv ctr	PKA-R1A act	phage Ecoli inh	HTR5A ag
O=C(O)C1CC=CCC1C(=O)Nc1cccc([N+](=O)[O-])c1 (configuration not stated)	0.8	-13	8	0.3	-1.3	100	7	26	3	2.4	4
Cc1cc(C)c(NC(=O)CSc2nnc(CNC(=O)c3ccccc3F)o2)c(C)c1	1.0	-26	2	-0.8	-4.2	106	22	8	-9	4.9	0
Cc1cc2oc(=O)cc(-c3ccccc3)c2c(C)c1-c1ccc(N(C)C)cc1	2.2	3	/	0.9	-1.6	101	8	3	3	-3.8	-1
Cn1nnnc1SCC(=O)Nc1ccccn1	2.0	/	-9	2.0	-0.8	97	4	-13	-16	-1.0	0
Cc1ccc2nsnc2c1NC(=O)c1ccc2c(c1)OCCO2	-0.5	-19	-5	-1.6	-0.4	95	3	18	-1	1.1	4
O=S(=O)(N1CCCCC1)N1CCN(S(=O)(=O)N2CCCCC2)CC1	/	25	/	/	-1.8	106	8	-10	-1	3.8	3

High-throughput results: PubChem, several laboratories
